EP2 modulator: EP2 receptor modulators, cAMP readout, primary screen, cell-based, HTRF cAMP, PGE2 stimulation | induction, % at 25 µM | hit rate 0.83% among 260,000 | EP2-expressing cells, cAMP HTRF FRET, PGE2 co-stimulation;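 active means compounds whose cAMP rise, as percent of the full-agonist control response, exceeds 60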;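 further: rat C6 glioma line stably carrying human EP2 under a CMV promoter; the protocol text gives 20 µM as final concentration; 100% = response of wells given 1 µM PGE2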
Target sequence (P43116 whole entry, looked up): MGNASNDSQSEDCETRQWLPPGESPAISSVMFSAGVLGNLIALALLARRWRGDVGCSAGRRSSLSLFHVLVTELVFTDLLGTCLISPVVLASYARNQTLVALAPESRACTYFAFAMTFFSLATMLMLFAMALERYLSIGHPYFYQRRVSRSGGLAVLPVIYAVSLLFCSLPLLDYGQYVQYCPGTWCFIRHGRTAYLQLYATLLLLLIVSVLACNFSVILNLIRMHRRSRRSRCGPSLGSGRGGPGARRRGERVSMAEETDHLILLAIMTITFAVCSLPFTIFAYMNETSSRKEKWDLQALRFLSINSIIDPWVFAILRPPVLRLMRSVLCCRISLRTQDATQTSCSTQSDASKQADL
S1P4 ag: S1P4 receptor agonists, primary screen, cell-based; Sphingosine 1-phosphate receptor 4 (Homo sapiens), O95977; hit rate 0.35% among 220,000; activation, % at 4.98 µM; S1P4-expressing cell line, agonist reporter assay; in the data active means activation above about 11%;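 further: 0% = DMSO vehicle and 100% = reference agonist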
Target sequence (O95977 whole entry, looked up): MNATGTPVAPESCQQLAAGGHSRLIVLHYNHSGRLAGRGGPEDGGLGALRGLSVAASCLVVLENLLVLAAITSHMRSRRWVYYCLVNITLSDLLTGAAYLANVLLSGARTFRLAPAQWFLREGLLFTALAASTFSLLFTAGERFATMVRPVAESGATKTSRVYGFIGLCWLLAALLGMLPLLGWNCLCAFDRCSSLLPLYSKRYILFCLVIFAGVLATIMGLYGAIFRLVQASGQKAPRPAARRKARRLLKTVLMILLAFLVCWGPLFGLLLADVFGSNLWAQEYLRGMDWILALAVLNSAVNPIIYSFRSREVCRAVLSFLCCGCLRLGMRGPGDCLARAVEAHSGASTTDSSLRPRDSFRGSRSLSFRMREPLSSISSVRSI
eIF4E 4G PPI: eIF4E–eIF4G protein interaction inhibitors, primary screen, biochemical, uHTS, TR-FRET, eIF4GI fragment; AID 782, 2007; hit rate 0.37% among 220,000; TR-FRET eIF4E-eIF4GI(517-606) binding, 2 h; Eukaryotic translation initiation factor 4E (Mus musculus) + Eukaryotic translation …; inhibition, % at 21.7 µM;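 active means inhibition above about 30%, limit read from the data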;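 further: 0% = full FRET control wells and 100% = background wells lacking eIF4GI fragment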
EP2 antag: human EP2 receptor antagonists, primary screen, TR-FRET cAMP, C6 glioma cells | Prostaglandin E2 receptor EP2 subtype (Homo sapiens), P43116 | hit rate 0.52% among 260,000 | C6 glioma cells expressing human EP2; cells stimulated with saturating PGE2 | inhibition, % at 25 µM;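 active means percent inhibition above 40 after rounding to a whole number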;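 further: rat C6 glioma host cells with rolipram phosphodiesterase inhibitor present; the protocol text gives 20 µM as final concentration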
NPY Y1 blocker: NPY-Y1 receptor antagonists, primary screen, cell-based. HEK293-CNG Y1 cells, membrane potential fluorescence; NPY at EC95, then isoproterenol. inhibition, % at 3.6 µM. hit rate 1% among 200,000;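 active means inhibition above the campaign mean inhibition of all tested compounds plus 3 SD, cut at about 20% in these data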;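 further: 0% = DMSO wells given NPY plus isoproterenol and 100% = isoproterenol alone without NPY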
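Test system – HEK293 Y1/CNG channel cell line · Also added – NPY agonist 25 nM, then isoproterenol 1 µM plus Ro 20-1724 25 µM · Compound dosing – one concentration, 3.6 µM, in 0.4% DMSO · Schedule – compound incubation 1 h at room temperature, readout 45 min post-stimulation · Technique – fluorescence, membrane potential probe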
p97 inhibitor: inhibitors of human p97 ATPase, primary screen, biochemical; Transitional endoplasmic reticulum ATPase (Homo sapiens), P55072; recombinant p97 ATPase, Kinase-Glo ATP luminescence, 3 h; inhibition, % at 8 µM; hit rate 0.42% among 220,000; in the data active means inhibition above about 15%;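 further: 0% = DMSO vehicle and 100% = wells lacking enzyme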
S1P4 antag: S1P4 receptor antagonists, primary screen, cell-based; Sphingosine 1-phosphate receptor 4 (Homo sapiens), O95977; S1P4-expressing cells, antagonist mode, reporter read-out; AID 1510, 2009; hit rate 0.26% among 220,000; inhibition, % at 4.98 µM; in the data active means inhibition above about 29%;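 further: 0% = wells stimulated with agonist and 100% = vehicle wells without agonist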
NPY-Y1 PAM-ag: NPY-Y1 receptor potentiators or agonists, primary screen, cell-based; Neuropeptide Y receptor type 1 (Homo sapiens), P25929; activation, % at 3.6 µM; hit rate 0.37% among 220,000; NPY-Y1 expressing cells, potentiator/agonist activation; in the data active means activation above about 33%, passing the limit was not always enough;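 further: cells stimulated with NPY at EC10 then isoproterenol at EC100; 0% = low agonist plus stimulus and 100% = saturating agonist plus stimulus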
NPY2 pot ag: NPY-Y2 potentiators or agonists, primary screen, cell-based. Neuropeptide Y receptor type 2 (Homo sapiens), P49146. cells expressing NPY-Y2, potentiator/agonist read-out. activation, % at 3.6 µM. hit rate 0.45% among 220,000; in the data active means activation above about 27%;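 further: cells stimulated with NPY near EC25 plus isoproterenol at EC100; 0% = vehicle plus submaximal agonist and 100% = vehicle plus saturating agonist; some results beyond the cut were filed as inactive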
* hit, by the source's call; . = not tested or not shown; & = joins results of further samples; [ ] = remark or other dose. Only part of the results is shown; the hit share may differ from the screen's.

SMILES	EP2 modulator	S1P4 ag	eIF4E 4G PPI	EP2 antag	NPY Y1 blocker	p97 inhibitor	S1P4 antag	NPY-Y1 PAM-ag	NPY2 pot ag
CC(C)C1CC(CCN)(Cc2ccccc2)CCO1 (stereo not given)	-25&-25	-0.7	-2	16&9	5	2	-27	6	-3
Cc1cccc(C)c1NC(=O)CSc1nnc(-c2cccnc2)o1	24	1.0	-1	5	0	1	-10	-5	9
FC(F)(F)c1cc(-c2cccs2)nc(-n2cc(Br)cn2)n1	14	-0.2	-6	12	6	0	2	-19	-4
COc1ccc(CCNC(=O)CCNS(=O)(=O)c2ccc3c(c2)CCN3C(C)=O)cc1OC	12	0.5	0	14	-2	-3	-3	-20	3
CCNC(=O)c1c(O)c2ccccc2[nH]c1=O	-1	0.0	6	3	1	7	-27	10	3
Cc1cc(C)c2cc(CN(CCO)Cc3nnnn3Cc3ccccc3)c(=O)[nH]c2c1	-21	0.7	-1	1	-8	1	-5	-9	-9
CN(C)/C=C1/Sc2ccccc2C1=O	-10	3.0	5	9	5	2	-6	-11	-7
O=C(c1ccccc1-c1nc(-c2ccc(F)cc2)no1)N1CCCC1	32	2.0	3	7	3	-5	-22	-13	-21
CC(=O)c1ccc(NC(=O)Nc2ccc([N+](=O)[O-])cc2C)cc1	-10	0.8	1	9	3	-3	-14	-9	-3
Fc1ccc(Cn2nnnc2C(c2cccs2)N2CCCCCC2)cc1 (stereo not given)	28	0.5	-6	.	17	-4	-1	-9	3
CC(NC(=O)c1ccccc1F)C(=O)O (stereo not given)	-1	-0.1	2	10	3	3	-17	6	-11
Cc1ccc(NC(=O)CC(N)=S)cc1	16	-2.5	2	8	.	0	13	-5	-20
O=C(O)COc1ccc2occ(C(=O)c3ccccc3)c2c1	66*	0.8	-6	6	4	-1	-22	-28	-14
COc1cc(C(=O)N2CCN(C(=O)c3ccco3)CC2)c([N+](=O)[O-])cc1OC	14	-0.1	7	11	-1	1	-5	-9	-8
CC1(C)Cc2noc(N)c2C(C)(C)N1OC(=O)c1ccccc1	4	-0.6	8	13	-6	-1	-2	-13	-1
C/C(=N\NC(=S)NC1CCCCC1)c1ccc(C#N)cc1	1	-0.6	0	9	3	-2	-3	-28	-16
Oc1c(C(c2ccccn2)N2CCC(Cc3ccccc3)CC2)cc(Cl)c2cccnc12 (stereo not given)	-3	1.7	3	12	2	11	-16	8	-2
Brc1ccccc1C1=Nn2c(nnc2-c2ccco2)SC1	18	1.8	-2	23	.	6	-53	12	-1
O=C(Nc1ccc(N2CCOCC2)cc1)c1ccc(S(=O)(=O)NCc2ccco2)cc1	-1	0.6	2	6	.	-15	2	-16	-4
O=C(N/N=C/c1ccsc1)c1cc(-c2ccncc2)nc2ccccc12	-11	-0.7	4	9	4	-1	4	2	-6
CCCCCn1c(CN2CCCCC2CC)nc2c1c(=O)n(C)c(=O)n2C (stereo not given)	.	-0.6	.	8	3	0	1	20	8
O=S(=O)(c1cccs1)N1CCN(C/C=C/c2ccccc2)CC1	-8	0.4	3	14	-3	-2	-4	-9	-1
CCn1c(=O)n(Cc2ccco2)c(=N)c2c3c(sc21)COC(C)(C)C3	9	-1.3	-9	5	1	-1	-16	2	-12
Cc1ccc(C(=O)N(NC2=NS(=O)(=O)c3ccccc32)S(=O)(=O)c2ccc(C)cc2)cc1	20	0.6	0	11	20	3	-3	-7	-35
CCOC(=O)c1cc(-c2ccccc2)nc2ccc(C)cc12	66*	0.8	3	4	.	2	-2	-30	-12
c1ccc(Cn2c(-c3ccco3)nc3nc4ccccc4nc32)cc1	62*	0.4	4	17	-2	-5	-20	7	13
CSc1ccccc1C(=O)NCc1ccccc1C	-3	0.7	-2	3	-4	3	-1	11	1
COc1ccc(C)cc1NC(=O)c1nnn(Cc2cc(C)ccc2C)c1N	-24	0.3	-1	6	3	3	-22	12	4
N/C(=N\O)c1ccc(NC(=O)c2ccc(Br)o2)cc1	-4	1.2	2	5	3	-2	11	-13	-19
CCN1CCN(C(c2cccs2)C(C)NC(=O)c2ccccc2F)CC1 (stereo not given)	-5	-0.6	-3[fluorescence artefact?]	8	11	1	-2	-4	-4
Cc1ccc(-n2c(C3CC3c3ccc(Cl)cc3)n[nH]c2=S)cc1 (stereo not given)	48	1.4	3[fluorescence artefact?]	3	0	4	-19	5	8
CC(C)NC(=O)CCCc1ccccc1	2	-1.1	6	6	1	5	-10	2	-2
CCOC(=O)Cc1csc(/N=C/c2c(O)n(-c3ccc(C)cc3C)c(=O)c3ccccc23)n1	29	0.4	10	7	-1	6	6	5	6
CCCC(=O)Nc1nc(C(=O)OCC)cs1	5	-1.4	12	2	4	2	8	-9	4
Cc1ccc(CNC(=O)C(=O)NCC2OCCN2S(=O)(=O)c2cccs2)cc1 (stereo not given)	10	-0.8	-3	11	1	-4	0	0	-14
CCOC(=O)c1cnc2c(cnn2C)c1NCCCn1ccnc1	13	0.1	-3	14	2	2	-22	-2	11
Cc1ccc2c(Cl)cc(Cl)c(OCC(=O)Nc3cccc(S(=O)(=O)N(C)C)c3)c2n1	0	1.7	8	3	-2	1	0	16	5
CCOC(=O)CCNC(C(=O)OCC)c1ccccc1 (stereo not given)	-17	1.1	0[fluorescence artefact?]	7	3	0	-13	1	-7
CCOc1ccccc1NC(=S)Nc1ncccc1C	26	2.6	6	41*	8	0	-5	-9	-13
Cn1ncc(Br)c1C(=O)N/N=C/c1cccc(OC2CSC2)c1	18	-0.8	9	3	3	3	-19	-4	9
CCOC(=O)c1ccc(NC(=O)CN2C(=O)C(CC)SC(CC)C2=O)cc1 (stereo not given)	22	0.1	3	7	-1	-4	-8	8	8
Cc1cc(-c2ccccc2)n2ncnc2n1	26	-0.3	-5	9	.	-2	-4	4	1
CC1=CCC2COC(c3ccc[n+](Cc4ccccc4)c3)C1C2 (stereo not given)	-11	-0.2	-1[fluorescence artefact?]	8	6	1	-19	2	6
Cc1cc(=O)oc(C)c1C(=O)OCC(=O)c1ccc2ccccc2c1	-12	-0.8	-4	15	-4	-1	8	4	1
COc1ccc2c(=O)cc(C(F)(F)C(F)(F)F)oc2c1	1	0.1	11	22	8	6	-4	-9	0
Cc1c(CC(=O)O)c(=O)oc2cc3oc4c(c3cc12)CCCC4	31	-1.5	-1	7	.	1	17	-14	1
CCOc1ccc(N(Cc2ccccc2F)C2=NC3CS(=O)(=O)CC3S2)cc1 (stereo not given)	6	1.1	0	4	3	-7	1	-6	-10
C=CCn1c(SCC(=O)N2CCN(C(=O)c3ccco3)CC2)nc2sc(CC)cc2c1=O	-49	-1.7	8	9	-8	1	-3	-9	-5
CCOC(=O)N1CCC2(CC1)CC(=O)c1cc(O)ccc1O2	-28	0.1	2	11	1	2	-27	3	19
C/C(=N/O)c1ccc2c(c1)OCCOCCOc1cc(/C(C)=N/O)ccc1OCCOCCO2	-15	3.2	1	6	4	4	-1	4	7

An excerpt from above in order of SMILES length, rising:
SMILES	EP2 modulator	S1P4 ag	eIF4E 4G PPI	EP2 antag	NPY Y1 blocker	p97 inhibitor	S1P4 antag	NPY-Y1 PAM-ag	NPY2 pot ag
COc1ccc2c(=O)cc(C(F)(F)C(F)(F)F)oc2c1	1	0.1	11	22	8	6	-4	-9	0
CCOC(=O)N1CCC2(CC1)CC(=O)c1cc(O)ccc1O2	-28	0.1	2	11	1	2	-27	3	19
Cc1c(CC(=O)O)c(=O)oc2cc3oc4c(c3cc12)CCCC4	31	-1.5	-1	7	.	1	17	-14	1
Cc1cc(=O)oc(C)c1C(=O)OCC(=O)c1ccc2ccccc2c1	-12	-0.8	-4	15	-4	-1	8	4	1
CCOc1ccc(N(Cc2ccccc2F)C2=NC3CS(=O)(=O)CC3S2)cc1 (stereo not given)	6	1.1	0	4	3	-7	1	-6	-10
C=CCn1c(SCC(=O)N2CCN(C(=O)c3ccco3)CC2)nc2sc(CC)cc2c1=O	-49	-1.7	8	9	-8	1	-3	-9	-5

Going on with the list:
SMILES	EP2 modulator	S1P4 ag	eIF4E 4G PPI	EP2 antag	NPY Y1 blocker	p97 inhibitor	S1P4 antag	NPY-Y1 PAM-ag	NPY2 pot ag
O=C1OC(c2ccc(F)cc2)=N/C1=C\c1ccc(Br)o1	-9	-0.1	4	8	2	6	-11	12	-2
COCCN(C(=S)Nc1cccc(OC)c1)C(C)c1cccs1 (stereo not given)	16	-0.3	-4[fluorescence artefact?]	9	3	-1	-25	-21	2
c1ccc2oc(-c3csc(N4CCOCC4)n3)cc2c1	-48	1.1	3	10	-4	3	-7	7	14
COc1ccc(CNC2CCCCC2C)c(OC)c1 (stereo not given)	-12	-1.9	-14	6	3	0	-15	-3	3
COc1cc(C=O)ccc1Oc1nnnn1-c1ccc(C(N)=O)cc1	-43	0.0	5	10	7	5	1	-4	6
COc1c(F)c(F)c(C(=O)O)c(Nc2cccc(C)c2)c1F	6	1.4	0	4	3	3	-12	-4	1
Cn1c(=N)c(S(=O)(=O)c2ccc(Cl)cc2)cc2c(=O)n3ccccc3nc21	.	-1.0	.	.	-2	9	-13	9	1
Cc1nonc1CN(C)C(=O)c1ccc(OC2CCN(C(=O)c3cccnc3)CC2)cc1	0	-2.3	6	5	-3	2	8	-2	-35
COCCCNC(=O)c1cc2cc(Br)ccc2oc1=O	12	1.1	16	4	2	1	-8	14	13
O=C(COC(=O)CC12CC3CC(CC(C3)C1)C2)Nc1ncc(Cl)cc1Cl	31	0.5	-2	6	13	-5	12	-27	-17
CC1=CC(C)C2(CO)COC(c3cccnc3)C1C2C (stereo not given)	23	-0.7	-3	6	2	-4	-8	-21	3
COc1cc(C(=O)O/N=C(\N)c2ccncc2)cc(OC)c1OC	18	-0.1	-12[fluorescence artefact?]	3	0	2	-2	-6	-11
Cc1ccc(CNC(=O)Cc2ccc(-n3cccc3)cc2)cc1	0	-0.3	2	10	3	0	5	-29	-9
CC(OC(=O)c1ccccc1NS(=O)(=O)c1cccc(C(F)(F)F)c1)C(=O)N(C)Cc1ccccc1 (stereo not given)	33	-0.5	4	7	6	-14	-13	10	4
Cc1ccc(C(=O)c2ccc([N+](=O)[O-])cc2)cc1	-6	1.0	-6	11	-1	2	4	4	-5
Cc1ccc(Nc2c([N+](=O)[O-])c(=O)n(C)c3ccccc23)cc1	1&-7	1.3	-4	11&9	0	3	-9	7	7
COC(=O)CNC(=O)C(Cc1ccccc1)NS(=O)(=O)c1ccc2c(c1)c(=O)n(C)c(=O)n2C (stereo not given)	5	0.1	0	1	0	4	-2	15	18
Cc1cc(C(C)(C)C)cc(C)c1C(=O)O	10	-1.0	1	12	.	-2	14	1	-6
COc1ccc(NC(=O)c2cc3n(n2)C(C(F)(F)F)CC(c2ccc(OC)cc2)N3)cc1 (stereo not given)	-2	0.1	0[fluorescence artefact?]	6	-3	-6	-3	-1	-1
CCCCN(CCCC)NC(=O)c1ccccc1	22	0.1	0	5	-1	-2	-3	-7	-19
O=C1CC(N2CCN(C(c3ccccc3)c3ccccc3)CC2)C(=O)N1 (stereo not given)	8	-2.1	8	12	-5	-1	6	-19	-7
